OXTR potentiator: human OXTR potentiators, primary screen, fluorescence, CHO-OTR cells, Fluo-8 calcium; AID 2445, 2010; activation, % at 3 µM; Fluo-8 calcium fluorescence, potentiator mode; 0% = oxytocin EC15, 100% = EC100; hit rate 0.061% among 320,000;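 active = activation above that plate's cutoff, the mean activation of tested compounds plus 3 SD, cut at about 6.6% in these data, passing the limit was not always enough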;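 also: 100% uses oxytocin at 75 nM as the full agonist control; some results filed as inactive read as strong as hits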
Target sequence (P30559 whole entry, looked up): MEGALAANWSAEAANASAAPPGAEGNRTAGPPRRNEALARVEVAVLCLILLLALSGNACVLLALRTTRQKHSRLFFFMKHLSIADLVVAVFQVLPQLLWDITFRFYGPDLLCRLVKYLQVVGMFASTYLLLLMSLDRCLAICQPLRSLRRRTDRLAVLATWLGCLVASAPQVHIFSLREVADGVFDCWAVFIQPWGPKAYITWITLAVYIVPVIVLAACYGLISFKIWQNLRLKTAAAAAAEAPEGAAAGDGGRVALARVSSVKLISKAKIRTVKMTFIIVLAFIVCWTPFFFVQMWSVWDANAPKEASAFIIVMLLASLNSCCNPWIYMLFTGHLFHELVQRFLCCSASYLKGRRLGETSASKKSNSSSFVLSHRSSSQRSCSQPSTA
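test system = CHO-OTR cells, human receptor | compound = single-point 3.0 µM | schedule = 6 min compound pre-incubation at room temperature, 100 s kinetic read | signal = Fluo-8 no-wash calcium dye fluorescence, excitation 470-495 nm, emission 515-575 nm | repeats = single well per compound, singlicate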
M1 ag parental: counter-screen for M1 agonists: effect in parental CHO-K1 cells | Fluo-8 calcium fluorescence; scaled to maximal ATP response, vehicle zero | activation, % at 3 µM | hit rate 0.48% among 360,000 | AID 602248, 2012; in the data active = activation above about 15%;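 also: untransfected CHO-K1 host cells lacking M1 receptor as counterscreen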
CHO-K1 Ca antag: counter-screen for M1 antagonists: effect in parental CHO-K1 cells. ATP-induced calcium, Fluo-8 fluorescence. inhibition, % at 3 µM. hit rate 0.6% among 360,000. AID 602250;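 active = inhibition above a per-plate cutoff, the plate's mean sample inhibition plus 3 SD, cut at about 24% in these data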;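 also: 0% = DMSO plus EC80 ATP and 100% = DMSO alone without ATP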
M1 antag: human M1 muscarinic receptor antagonists, primary screen, CHO-K1 cells, Fluo-8 calcium fluorescence, 1536-well | CHO-K1 hM1, ACh EC80 antagonist | inhibition, % at 3 µM | hit rate 1.3% among 360,000;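 active = percent inhibition above its own plate's cutoff, namely the mean of that plate's compound wells plus 3 SD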;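 also: peak over basal fluorescence ratio during 140 s after agonist addition; 0% = ACh EC80 plus DMSO and 100% = DMSO alone without agonist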
Target sequence (P11229 whole entry, looked up): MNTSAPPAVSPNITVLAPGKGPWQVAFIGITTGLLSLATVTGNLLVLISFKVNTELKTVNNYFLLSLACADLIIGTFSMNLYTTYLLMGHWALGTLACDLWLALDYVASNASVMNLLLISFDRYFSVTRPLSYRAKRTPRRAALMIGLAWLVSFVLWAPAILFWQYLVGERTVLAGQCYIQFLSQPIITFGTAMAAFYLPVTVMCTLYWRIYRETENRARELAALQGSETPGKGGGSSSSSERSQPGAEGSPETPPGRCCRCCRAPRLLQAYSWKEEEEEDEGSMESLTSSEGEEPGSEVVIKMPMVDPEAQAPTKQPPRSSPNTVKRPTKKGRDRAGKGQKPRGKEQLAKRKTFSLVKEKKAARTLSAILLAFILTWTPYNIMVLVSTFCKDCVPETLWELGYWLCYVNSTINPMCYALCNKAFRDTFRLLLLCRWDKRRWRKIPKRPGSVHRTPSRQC
CHRM1 agonist: human M1 muscarinic receptor agonists, primary screen, Fluo-8 calcium fluorescence, CHO-K1 cells, HTS; Muscarinic acetylcholine receptor M1 (Homo sapiens), P11229; CHO-K1 hM1, agonist mode; 0% DMSO, 100% acetylcholine EC100; activation, % at 3 µM; hit rate 0.33% among 360,000;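 active = activation above the run's mean compound activation plus 3 SD, cut at about 16% in these data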;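 also: peak over basal fluorescence ratio within a 140 s kinetic read after compound addition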
CHRM1 PAM: human M1 muscarinic receptor positive allosteric modulators, primary screen, CHO-K1 cells, Fluo-8 calcium fluorescence, 1536-well; CHO-K1 hM1, ACh EC20; 0% = ACh EC20, 100% = maximal ACh; AID 588819, 2011; Muscarinic acetylcholine receptor M1 (Homo sapiens), P11229; hit rate 0.088% among 360,000; activation, % at 3 µM; in the data active = activation above about 19%, passing the limit was not always enough
CHRM4 antagonist: human M4 muscarinic receptor antagonists, primary screen, CHO cells, Fluo-8 calcium fluorescence. inhibition, % at 3 µM. Muscarinic acetylcholine receptor M4 (Homo sapiens), P08173. hit rate 0.73% among 360,000. CHO-hM4 cells, ACh EC80;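 active = inhibition above its plate's cutoff, the mean inhibition of sample wells plus 3 SD, cut at about 27% in these data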;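 also: 0% = acetylcholine EC80 with DMSO and 100% = DMSO without agonist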
CHRM4 agonist: human M4 muscarinic receptor agonists, primary screen, CHO-K1 cells, Fluo-8 calcium fluorescence; AID 624127, 2012; activation, % at 3 µM; hit rate 0.14% among 360,000; Muscarinic acetylcholine receptor M4 (Homo sapiens), P08173; CHO-K1 hM4/Gqi5; vehicle 0%, full acetylcholine response 100%;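 active = activation above the run mean over all test wells plus 3 SD, cut at about 32% in these data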;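 also: peak over basal fluorescence ratio per well then scaled between controls; 0% = DMSO wells and 100% = acetylcholine at EC100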
CHO parental Ca: ATP-evoked calcium signal inhibitors, parental CHO, primary screen, counter-screen for OX1R antagonist project, cell-based, fluorescence, Fluo-8 calcium dye; parental CHO-K1, ATP-induced calcium, Fluo-8 fluorescence; inhibition, % at 5.6 µM; hit rate 0.63% among 330,000;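 active = inhibition above that plate's mean sample inhibition plus 3 SD, cut at about 26% in these data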;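 also: 0% = ATP-challenged DMSO wells and 100% = DMSO wells without ATP; some compounds past the cut are filed as inactive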
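Measured by: calcium-sensitive Fluo-8 fluorescence / Test system: CHO parental line / Controls: ATP-challenged DMSO wells low, unchallenged DMSO wells high / Measure: % inhibition / Compound: single nominal dose of 5.6 µM per compound / Replicates: single well per compound, no replicates / Reagent: ATP as calcium-mobilizing challenge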
* marks the source's active call; other numbers are inactive results. The order is random. Share with any hit: about 2.9%.

`Cc1oc2ccc(OCc3cccc(Cl)c3)cc2c1C(=O)O` gave M1 ag parental -0.2, CHO-K1 Ca antag -3.2, M1 antag -10.7, CHRM1 agonist -5.5, CHRM1 PAM 5.6, CHRM4 antagonist 0.3 and CHRM4 agonist -0.6.
O=C(Nc1ccc2c(c1)OCO2)c1cnn2c1NC(c1ccco1)CC2C(F)(F)F (stereo not given) was read as OXTR potentiator -17.6, M1 ag parental 0.8, CHO-K1 Ca antag -8.0, M1 antag -4.4, CHRM1 agonist -3.1, CHRM1 PAM 8.0, CHRM4 antagonist 11.8, CHRM4 agonist 3.6 and CHO parental Ca 46.8*.
COc1cccc(NC(=O)CN2CCN(c3nc(-c4cccc(OC)c4)cs3)CC2)c1 was read as OXTR potentiator -16.9, M1 ag parental 0.7, CHO-K1 Ca antag 0.0, M1 antag -4.0, CHRM1 agonist -1.2, CHRM1 PAM 2.1, CHRM4 antagonist 1.0, CHRM4 agonist 1.6 and CHO parental Ca -13.0.
Screening Cc1nc(C(F)(F)F)ccc1C(=O)N1CCC1(C)C(=O)NCc1cccs1 (stereo not given) returned M1 ag parental -0.2, CHO-K1 Ca antag 7.0, M1 antag 5.0, CHRM1 agonist -2.3, CHRM1 PAM -3.1, CHRM4 antagonist 2.9 and CHRM4 agonist 0.1.
Screening COc1ccc(/C=C/C(=O)NCCn2c(C)cc3ccccc32)cc1OC returned OXTR potentiator -10.7, M1 ag parental 2.8, CHO-K1 Ca antag -0.9, M1 antag -9.9, CHRM1 agonist -2.7, CHRM1 PAM 5.3, CHRM4 antagonist -11.8, CHRM4 agonist 8.3 and CHO parental Ca -4.6.
Screening O=C(CSc1nc2ccccc2s1)c1cc2ccccc2o1 returned OXTR potentiator -9.1, M1 ag parental 4.5, CHO-K1 Ca antag -18.4, M1 antag -2.9, CHRM1 agonist -1.9, CHRM1 PAM -4.5, CHRM4 antagonist -7.3, CHRM4 agonist 8.9 and CHO parental Ca -4.0.
Screening CCOc1ccccc1CNS(=O)(=O)c1ccc2[nH]c(=O)sc2c1 returned OXTR potentiator -15.1, M1 ag parental 4.2, CHO-K1 Ca antag -4.4, M1 antag -9.3, CHRM1 agonist 3.6, CHRM1 PAM -10.3, CHRM4 antagonist 3.6, CHRM4 agonist 4.6 and CHO parental Ca -2.9.
For CC(=O)Nc1ccc(C(=O)OCC(=O)Nc2ccc(S(=O)(=O)N3CCOCC3)cc2)cc1 the results were OXTR potentiator -9.8, M1 ag parental 0.2, CHO-K1 Ca antag -3.0, M1 antag 0.8, CHRM1 agonist -4.8, CHRM1 PAM -1.3, CHRM4 antagonist 3.0, CHRM4 agonist 0.8 and CHO parental Ca 2.5.
O=C(/C=C1\SC(=O)NC1=O)Nc1ccc(C(=O)O)cc1 was read as OXTR potentiator -4.7, M1 ag parental 0.2, CHO-K1 Ca antag -14.6, M1 antag -8.8, CHRM1 agonist -2.8, CHRM1 PAM 6.6, CHRM4 antagonist 5.2, CHRM4 agonist 0.6 and CHO parental Ca -6.5.
For c1ccc(-n2c(-c3ccco3)nnc2-c2ccco2)cc1 the results were OXTR potentiator -5.6, M1 ag parental 0.3, CHO-K1 Ca antag -0.4, M1 antag -11.5, CHRM1 agonist -6.8, CHRM1 PAM 3.4, CHRM4 antagonist -5.2, CHRM4 agonist 0.1 and CHO parental Ca -13.4.
`Cc1noc(NS(=O)(=O)c2ccc(NC(=O)c3ccccc3NS(=O)(=O)c3ccc(F)c(F)c3)cc2)c1C` gave M1 ag parental 0.1, CHO-K1 Ca antag -5.9, M1 antag 8.0, CHRM1 agonist -3.9, CHRM1 PAM 2.1, CHRM4 antagonist -3.0 and CHRM4 agonist -0.1.
For COc1ccc(CCNS(=O)(=O)c2ccc3[nH]c(=O)[nH]c3c2)cc1 the results were OXTR potentiator -1.3, M1 ag parental 0.0, CHO-K1 Ca antag -4.5, M1 antag -10.1, CHRM1 agonist -2.4, CHRM1 PAM 3.1, CHRM4 antagonist 2.5, CHRM4 agonist 0.9 and CHO parental Ca -5.2.
O=C1N=C2SCCN2/C1=C\c1ccccc1Cl was read as OXTR potentiator -10.1, M1 ag parental -0.2, CHO-K1 Ca antag 7.4, M1 antag 4.8, CHRM1 agonist -3.1, CHRM1 PAM 2.2, CHRM4 antagonist 4.4, CHRM4 agonist 0.4 and CHO parental Ca -15.3.
`CC(c1ccccc1)n1c(-c2ccncc2)n[nH]c1=S` (stereo not given) gave OXTR potentiator 2.4, M1 ag parental 0.3, CHO-K1 Ca antag -10.5, M1 antag -30.2, CHRM1 agonist -2.8, CHRM1 PAM 3.4, CHRM4 antagonist -3.6, CHRM4 agonist 0.9 and CHO parental Ca -6.5.
For CN(c1ccccc1)S(=O)(=O)c1ccc(C(=O)N2CCN(c3ccccc3Cl)CC2)cc1 the results were OXTR potentiator -10.3, M1 ag parental 0.2, CHO-K1 Ca antag -6.3, M1 antag 6.8, CHRM1 agonist -4.6, CHRM1 PAM -5.0, CHRM4 antagonist 4.0, CHRM4 agonist 1.8 and CHO parental Ca -11.2.
Screening CN(C)S(=O)(=O)c1cccc(NC(=O)CN2C(=O)NC(Cc3c[nH]c4ccccc34)C2=O)c1 (stereo not given) returned OXTR potentiator -10.6, M1 ag parental -0.2, CHO-K1 Ca antag 2.1, M1 antag -1.2, CHRM1 agonist -9.5, CHRM1 PAM 3.9, CHRM4 antagonist 4.1, CHRM4 agonist 0.6 and CHO parental Ca -30.5.
`Cc1ccc(C2=NCCNC2=O)c(C)c1` gave OXTR potentiator -9.2, M1 ag parental 0.0, CHO-K1 Ca antag -7.8, M1 antag 0.3, CHRM1 agonist 1.7, CHRM1 PAM 12.1, CHRM4 antagonist 0.5, CHRM4 agonist -0.4 and CHO parental Ca 0.4.
`O=C(NCc1ccco1)c1ccccc1` gave OXTR potentiator -6.8, M1 ag parental 0.7, CHO-K1 Ca antag -2.8, M1 antag -5.3, CHRM1 agonist 1.8, CHRM1 PAM 8.4, CHRM4 antagonist -3.0, CHRM4 agonist -0.2 and CHO parental Ca -8.8.
`CCCCC(=O)N(C)c1c(CC)nc2c(OCc3ccc(C#N)cc3)cccn12` gave M1 ag parental 0.9, CHO-K1 Ca antag -8.2, M1 antag -17.3, CHRM1 agonist -9.1, CHRM1 PAM 0.1, CHRM4 antagonist -9.7 and CHRM4 agonist 2.4.
Screening O=C(COc1ccccc1[N+](=O)[O-])Nc1cc(C(=O)O)cc(C(=O)O)c1 returned OXTR potentiator 1.8, M1 ag parental 0.7, CHO-K1 Ca antag -7.5, M1 antag -13.3, CHRM1 agonist -7.9, CHRM1 PAM 16.7, CHRM4 antagonist 5.4, CHRM4 agonist 0.0 and CHO parental Ca -9.0.
CC(NCc1cccs1)c1ccccc1 (stereo not given) was read as OXTR potentiator -14.2, M1 ag parental 0.3, CHO-K1 Ca antag 2.9, M1 antag -2.1, CHRM1 agonist -9.2, CHRM1 PAM 4.5, CHRM4 antagonist -8.9, CHRM4 agonist 1.2 and CHO parental Ca -4.0.
`OCCN1CCN(c2ncnc3c2c(-c2ccccc2)cn3-c2ccc(F)cc2)CC1` gave OXTR potentiator -13.6, M1 ag parental 1.6, CHO-K1 Ca antag 4.0, M1 antag -12.5, CHRM1 agonist -1.0, CHRM1 PAM 9.7, CHRM4 antagonist 1.7, CHRM4 agonist 7.4 and CHO parental Ca -14.2.
For COc1ccccc1N1C(=O)C2C(C(=O)c3ccccc3)=NN(c3ccc(Br)cc3)C2C1=O (stereo not given) the results were OXTR potentiator -2.6, M1 ag parental 31.4*, CHO-K1 Ca antag 30.1*, M1 antag -6.5, CHRM1 agonist -0.6, CHRM1 PAM 10.1, CHRM4 antagonist 37.5*, CHRM4 agonist 19.7 and CHO parental Ca -18.5.
Cc1ccc2c(c1)c1c(n2CC(O)CNC2CCCCC2)CCCC1 (stereo not given) was read as OXTR potentiator -9.6, M1 ag parental 2.6, CHO-K1 Ca antag -5.5, M1 antag -3.5, CHRM1 agonist 2.1, CHRM1 PAM 1.4, CHRM4 antagonist -18.5, CHRM4 agonist 26.0 and CHO parental Ca 18.9.
`COc1ccc(CCC(=O)OCC(=O)N2CCN(S(=O)(=O)c3ccc(C)cc3C)CC2)cc1` gave OXTR potentiator -8.2, M1 ag parental 9.8, CHO-K1 Ca antag -15.1, M1 antag -3.2, CHRM1 agonist 0.3, CHRM1 PAM 2.8, CHRM4 antagonist -3.9, CHRM4 agonist 13.0 and CHO parental Ca -3.5.
Oc1ccccc1OCC(O)c1ccccc1 (stereo not given) was read as OXTR potentiator -1.9, M1 ag parental 2.5, CHO-K1 Ca antag -12.6, M1 antag -4.5, CHRM1 agonist -4.2, CHRM1 PAM 3.2, CHRM4 antagonist -0.4, CHRM4 agonist 2.4 and CHO parental Ca 3.9.
Screening Cc1ccc(N(Cc2ccccc2)C(=O)c2cc(S(=O)(=O)N3CCOCC3)ccc2F)cc1 returned OXTR potentiator 1.1, M1 ag parental -0.1, CHO-K1 Ca antag -12.2, M1 antag -8.6, CHRM1 agonist -6.6, CHRM1 PAM 5.6, CHRM4 antagonist 7.1, CHRM4 agonist 1.9 and CHO parental Ca -33.2.
Screening CCC(=O)N1CCc2cc(S(=O)(=O)NC(Cc3ccccc3)C(=O)Nc3nccs3)ccc21 (stereo not given) returned OXTR potentiator -5.4, M1 ag parental 0.0, CHO-K1 Ca antag 9.2, M1 antag 3.6, CHRM1 agonist -8.9, CHRM1 PAM 0.8, CHRM4 antagonist 10.6, CHRM4 agonist 0.2 and CHO parental Ca -20.9.
For CC(C)CNC(=O)c1cc2nc3c(c(C(F)(F)F)n2n1)CCc1ccccc1-3 the results were OXTR potentiator -2.5, M1 ag parental 1.2, CHO-K1 Ca antag -13.2, M1 antag -1.2, CHRM1 agonist -3.3, CHRM1 PAM 2.3, CHRM4 antagonist -3.9, CHRM4 agonist -0.3 and CHO parental Ca -9.0.
For O=C(NCCc1ccc(Cl)cc1)c1nnc(Cc2ccc(Cl)cc2)o1 the results were OXTR potentiator -5.4, M1 ag parental 0.0, CHO-K1 Ca antag 14.7, M1 antag -5.8, CHRM1 agonist 0.3, CHRM1 PAM 0.8, CHRM4 antagonist -11.6, CHRM4 agonist 1.6 and CHO parental Ca -12.5.
O=S(=O)(c1ccc2ncn(O)c2c1)N1CCOCC1 was read as OXTR potentiator -4.6, M1 ag parental -0.4, CHO-K1 Ca antag 17.8, M1 antag -3.9, CHRM1 agonist -0.3, CHRM1 PAM 5.4, CHRM4 antagonist 6.3, CHRM4 agonist 0.2 and CHO parental Ca 2.4.

Screening results deposited in PubChem BioAssay by The Scripps Research Institute Molecular Screening Center.
